# Screening results (PubChem BioAssay)
# AID2073 = inhibitors of Mint1-CaV2.2 protein interaction, biochemical, HTRF (AID 2073). HTRF protein-protein interaction, Mint1-CaV2.2; higher % means a stronger effect. inhibition, % at 20 µM, or IC50 in µM where a hit was titrated. actives 0.19% (n = 290,000); in the data active means inhibition mostly above about 51%, no sharp cut-off; inconclusive means no clear call, values can overlap the other calls; inactive means mostly below about 53%; further: some results filed as inactive read as strong as hits
# NTR1 ag = NTR1-driven beta-arrestin-GFP spot formation – imaging, U2OS cells, high content, primary screen (AID 493036) | P30989 | agonist mode | activation, % at 20 µM | actives 0.17% (n = 330,000);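 active means activation at or above 40% of the spot to cytoplasm intensity ratio, with at least 20 cells analyzed; inconclusive means wells under 20 cells, flagged as cytotoxic or low count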;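 further: 0% = DMSO without peptide and 100% = 100 nM NTR1 peptide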
# Target sequence (P30989 whole entry, looked up): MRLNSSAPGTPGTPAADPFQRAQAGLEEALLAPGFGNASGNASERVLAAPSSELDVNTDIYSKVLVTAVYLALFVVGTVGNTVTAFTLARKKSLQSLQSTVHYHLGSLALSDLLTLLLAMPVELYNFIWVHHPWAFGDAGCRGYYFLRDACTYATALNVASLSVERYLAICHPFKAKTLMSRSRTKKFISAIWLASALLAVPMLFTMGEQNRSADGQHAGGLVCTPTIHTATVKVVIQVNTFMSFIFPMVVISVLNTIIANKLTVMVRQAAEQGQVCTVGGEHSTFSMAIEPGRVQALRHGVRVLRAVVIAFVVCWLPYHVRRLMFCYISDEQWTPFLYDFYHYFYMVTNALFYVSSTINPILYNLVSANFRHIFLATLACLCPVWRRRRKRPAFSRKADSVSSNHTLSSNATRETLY
# NS5 inhibitors = Dengue-2 NS5 methyltransferase inhibitors, primary screen, biochemical, confirmation dose response (AID 588689). Dengue-2 NS5 methyltransferase capping enzyme assay, biochemical; higher % means a stronger effect. inhibition, % at 25 µM; hits with a dose series show IC50 in µM. actives 0.3% (n = 340,000); in the data active means a potency from the dose series; inconclusive means inhibition above about 29% without an active follow-up result
# Rac1 GTP hydrolysis = MgcRacGAP GTPase-activating activity inhibitors, confirmation, biochemical, ADP Hunter fluorescence; MgcRacGAP-stimulated Rac1 GTP hydrolysis, ADP Hunter fluorescence; higher % means a stronger effect; GST-tagged Rac1 F28L mutant substrate; inhibition, % at 30 µM, or IC50 in µM where a hit was titrated; actives 0.6% (n = 340,000); AID 624330;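 active means first-screen hits whose inhibition reached a set limit at any dose in the follow-up dose series; inconclusive means inhibition above the set first-screen limit but never retested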;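 further: fluorescence reports GDP produced by GAP-driven GTP hydrolysis; strong numbers were not always called active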
# RSV CPE inhibition = RSV antiviral activity via CPE protection, HEp-2 cells, primary 10 µM value included (AID 2391) | actives 0.13% (n = 310,000) | one-dose CPE inhibition, % at 10 µM; IC50 in µM for titrated hits | HEp-2 cells, RSV-induced CPE inhibition; higher % means a stronger effect; in the data active means a potency from the dose series; inconclusive means CPE inhibition mostly from about 23% at the one dose, without a potency; inactive means the rest, 99 in 100 with CPE inhibition below about 21%; further: strong numbers were not always called active
# K1F lysis inhibition = inhibition of K1F phage lysis, E. coli UTI89, bacterial capsule biogenesis inhibitors, alamar blue (AID 488966) | one-dose inhibition, % at 100 µM; IC50 in µM for titrated hits | actives 0.02% (n = 340,000) | E. coli UTI89 K1F phage lysis, alamar blue, 2 h; higher % means a stronger effect;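 active means phage lysis inhibition, versus mean bacterial control, above a set limit; inconclusive means no clear call, values can overlap the other calls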;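 further: capsule biogenesis inhibitors block K1F phage lysis so surviving cells raise fluorescence; higher fluorescence means more inhibition of phage lysis; actives were called in the ten point dose series up to 300 µM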
# West Nile antiviral = West Nile virus antiviral activity, cell-based, CPE readout (AID 1621); West Nile virus-infected cells, CPE inhibition; higher % means a stronger effect; CPE inhibition, % at 10 µM; hits with a dose series show IC50 in µM; actives 0.02% (n = 290,000); in the data active means a potency from the dose series; inconclusive means CPE inhibition mostly from about 3.7% at the one dose, without a potency; inactive means the rest, 99 in 100 with CPE inhibition below about 2.2%; further: strong numbers were not always called active
# Large T inhibition = SV40 large T antigen inhibitors, biochemical (AID 1903); inhibition, % at 20 µM; hits with a dose series show IC50 in µM; actives 0.39% (n = 310,000); SV40 large T antigen ATPase/helicase inhibition assay; higher % means a stronger effect; in the data active means a potency from the dose series; inconclusive means inhibition mostly from about 32% at the one dose, without a potency; inactive means the rest, 99 in 100 with inhibition below about 32%; further: strong numbers were not always called active
# Siah-1 displacement = blockers of Siah-1 interaction with plectin peptide – biochemical, fluorescence polarization, rhodamine-plectin, uHTS, primary screen (AID 1817). Siah-1 / rhodamine-plectin peptide fluorescence polarization; higher % means a stronger effect. actives 0.02% (n = 290,000). displacement, % at 20 µM; hits with a dose series show IC50 in µM;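 active means displacement of at least 50% at 20 µM, with a fluorescence ratio check between 0.3 and a set limit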;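 further: plate controls were Siah plus tracer with DMSO for no effect and tracer alone without Siah for full effect; strong numbers were not always called active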
# NTR1 ag cell count 20 µM = further read-out of NTR1 ag, marked with its call; cell count; measured here: cell count, cytotoxicity flag
# NS5 inhibitors pilot replicate = second read-out of NS5 inhibitors, no call of its own (marks repeat the call); inhibition, %; measured here: pilot screen replicate inhibition
# * = called active by the depositor; ? = inconclusive; / = not tested or not shown; [ ] = dose if it differs, or a comment. No enrichment for hits. About 1.6% of those tested had a hit in this group.
SMILES,AID2073,NTR1 ag,NTR1 ag cell count 20 µM,NS5 inhibitors,Rac1 GTP hydrolysis,RSV CPE inhibition,K1F lysis inhibition,West Nile antiviral,Large T inhibition,Siah-1 displacement,others
O=C(c1cccc(F)c1)N1CCN(C(=O)c2cc3nc(-c4ccco4)cc(C(F)(F)F)n3n2)CC1,20%,1.5,55,-5%,10%,1.9%,-0.1%,-0.8%,9%,2%,
Cc1cc(C(=O)N/N=C/C(Cl)=C/c2ccccc2)c(C)o1,-27%,2.7,49,-2%,6%,9.0%,-0.6%,-0.2%,5%,9%,
COc1ccc2cc(C[C@@H]3CC[C@@H](CO)O3)ccc2c1,/,-0.2,63,-5%,7%,/,0.1%,/,/,/,NS5 inhibitors pilot replicate=5.4
CC(C)CN1CCC(=O)N(CCC#N)CC1,8%,-1.1,97,-8%,7%,1.7%,0.5%,-0.6%,7%,1%,
CC(=O)c1ccc(NC(=S)NC(=O)/C=C/c2ccc(F)cc2)cc1,34%,-1.4,45,-5%,4%,0.4%,0.2%,-1.4%,-4%,0%,
COC(=O)CCC(=O)N1CCc2cc(S(=O)(=O)N3CCN(c4ccccc4Cl)CC3)ccc21,14%,/,/,0%,10%,/,1.9%,0.1%,-3%,2%,
O=C(OCC(=O)N1CCCC1)c1cc([N+](=O)[O-])ccc1Cl,31%,0.3,45,-6%,-8%,0.9%,-0.1%,-1.0%,13%,-2%,
Cc1cc(Cn2nc(-c3ccccc3)cc2C(=O)NCc2cccc(C(F)(F)F)c2)on1,/,7.3,36,-7%,3%,0.3%,-0.8%,/,2%,/,
Cc1c(NS(=O)(=O)c2cccc(C(=O)N3CCC(C(N)=O)CC3)c2)c(=O)n(-c2ccccc2)n1C,/,-1.6,56,-1%,2%,/,-1.4%,/,/,/,
O=C(CSc1nnc2sc3ccccc3n12)NCc1ccc2c(c1)OCO2,3%,-1.4,65,-3%,3%,0.7%,-0.3%,0.1%,/,1%,
COc1ccc(CN(C)C2CCCCC2)c(C)c1C,5%,-0.7,58,-1%,0%,-0.6%,3.4%,-0.8%,4%,-5%,
COc1ccc(Nc2nccc(N(C)C)c2C#N)cc1,-14%,-0.1,45,/,/,2.5%,/,0.0%,5%,2%,
CCOc1ccc(S(=O)(=O)N2CCN(C(=O)CCOc3ccccc3C)CC2)cc1,/,-0.1,71,-7%,4%,?,-0.2%[50 µM],/,13%,/,
O=C(N/N=C/c1coc2ccccc2c1=O)c1cc(O)cc(O)c1,7.5µM*,-1.4,70,-7%,8%,/,-1.7%,-0.3%,-1%,20%,
Cc1ccc(N(CCC#N)C(=O)COC(=O)C2CCN(S(=O)(=O)c3ccc(C)c(C)c3)CC2)cc1,/,0.6,57,-4%,6%,3.9%,0.5%[50 µM],/,10%,/,
Cc1cccn2c(=O)c(C=O)c(N3CCN(C)CC3)nc12,4%,0.0,58,14%,16%,0.6%,-0.2%,-0.5%,6%,6%,
O=c1cc(-c2ccc(O)cc2)oc2c(O)c(O)c(O)c(O)c12,-2%,-0.6,93,>100µM*,-45%,1.1%,-4.9%,-0.6%,?,60%,
CCOC(=O)CC1(c2ccc(OC)c(OC)c2)C(=O)c2ccccc2C1=O,-18%,-0.6,60,-10%,7%,1.9%,-0.8%,0.4%,6%,14%,
CC(C)(C)c1ccc(CN2C(=O)CSC2=O)cc1,1%,-1.1,92,3%,2%,8.7%,-0.2%,-0.7%,7%,-1%,
O=C(NCC1CCCO1)c1nn2c(C(F)(F)F)cc(-c3cccs3)nc2c1Br (stereo unspecified),10%,0.1,49,5%,6%,3.2%,0.1%,-0.2%,26%,0%,

# Continued, overlapping the part above by seven compounds.
SMILES,AID2073,NTR1 ag,NTR1 ag cell count 20 µM,NS5 inhibitors,Rac1 GTP hydrolysis,RSV CPE inhibition,K1F lysis inhibition,West Nile antiviral,Large T inhibition,Siah-1 displacement,others
O=C(N/N=C/c1coc2ccccc2c1=O)c1cc(O)cc(O)c1,7.5µM*,-1.4,70,-7%,8%,/,-1.7%,-0.3%,-1%,20%,
Cc1ccc(N(CCC#N)C(=O)COC(=O)C2CCN(S(=O)(=O)c3ccc(C)c(C)c3)CC2)cc1,/,0.6,57,-4%,6%,3.9%,0.5%[50 µM],/,10%,/,
Cc1cccn2c(=O)c(C=O)c(N3CCN(C)CC3)nc12,4%,0.0,58,14%,16%,0.6%,-0.2%,-0.5%,6%,6%,
O=c1cc(-c2ccc(O)cc2)oc2c(O)c(O)c(O)c(O)c12,-2%,-0.6,93,>100µM*,-45%,1.1%,-4.9%,-0.6%,?,60%,
CCOC(=O)CC1(c2ccc(OC)c(OC)c2)C(=O)c2ccccc2C1=O,-18%,-0.6,60,-10%,7%,1.9%,-0.8%,0.4%,6%,14%,
CC(C)(C)c1ccc(CN2C(=O)CSC2=O)cc1,1%,-1.1,92,3%,2%,8.7%,-0.2%,-0.7%,7%,-1%,
O=C(NCC1CCCO1)c1nn2c(C(F)(F)F)cc(-c3cccs3)nc2c1Br (stereo unspecified),10%,0.1,49,5%,6%,3.2%,0.1%,-0.2%,26%,0%,
COc1ccc(C(=O)OCC(=O)Nc2c(C)cccc2C)c(OC)c1OC,8%,1.0,61,18%,3%,2.1%,-0.2%,-0.9%,4%,-2%,
NCCCNC(=O)Cn1c(=O)c2c3c(sc2n(Cc2ccccc2)c1=O)CCCC3,-3%,/,/,-7%,0%,2.1%,3.2%[50 µM],0.3%,15%,-2%,
COC(=O)C1(S(=O)(=O)c2cccc3nsnc23)CC1,4%,-0.8,55,1%,9%,2.5%,-0.1%,0.1%,2%,17%,
CNC(=S)N/N=C1\C(=O)c2cccc3cccc1c23,-18%,7.2,66,-5%,11%,11%,2.0%,0.8%,1%,-8%,
CC(C)(C)OC(=O)NCc1ccc(CNC(=O)c2nc[nH]c2C(=O)NCc2ccc(CNC(=O)OC(C)(C)C)cc2)cc1,/,6.4,54,-5%,4%,/,3.1%,/,/,/,
CCCCC(=O)Nc1nnc(/C=C/c2ccc(OC)cc2)s1,26%,3.9,55,4%,4%,7.6%,-1.2%,-0.4%,7%,3%,
c1ccc(C2=NN(c3ccccc3)C(c3ccco3)C2)cc1 (stereo unspecified),9%,1.7,49,-4%,3%,0.8%,-0.5%,0.2%,9%,-2%,
Cc1ccc2c(c1)-c1c(ssc1=S)C(C)(C)N2C(=O)CSC1=NCCS1,-6%,9.5,70,6%,2%,-0.5%,1.1%,0.5%,-5%,-9%,
COc1ccc(CCC2(C)NC(=O)NC2=O)cc1 (stereo unspecified),-2%,-0.6,32,1%,4%,-0.4%,1.8%,-0.2%,2%,2%,
CCCNc1cc(C)oc(=O)c1C(=O)CCC,-3%,0.2,52,-3%,4%,1.3%,-0.1%,-0.4%,10%,3%,
COc1ccccc1CNC(=O)CN(C)CC(=O)Nc1ccccc1Br,/,-1.1,56,4%,1%,/,-3.5%,/,/,/,
CC(C)CNc1nnnc2c1sc1nc(N3CCOCC3)c3c(c12)CCCC3,0%,4.6,55,-6%,4%,1.0%,0.3%,0.9%,/,4%,
O=C(CCN1C(=O)/C(=C/c2ccccc2Cl)SC1=S)Nc1ccccn1,12%,7.8,48,2%,11%,0.7%,-0.2%,-0.3%,20%,0%,
CC(OC(=O)c1ccc(S(=O)(=O)N2CCCCC2)cc1)C(=O)NC1CCCCC1C (stereo unspecified),3%,-0.5,56,-6%,3%,2.2%,-0.1%,-0.6%,1%,6%,
COc1ccccc1NC(=O)Cn1c(=O)n(C)c(=O)c2sc3c(c21)COC(C)(C)C3,7%,1.7,47,2%,0%,-0.3%,0.1%,-0.3%,-10%,3%,
Cc1ccc(-c2ccc(C(=O)Nc3cccc(F)c3)o2)c2ccccc12,14%,-0.3,57,-2%,10%,14%,1.4%,-0.7%,12%,-2%,
CCN(C[C@H]1N[C@@](C)(C(=O)OC)[C@H]2C(=O)N(C)C(=O)[C@@H]12)S(=O)(=O)c1ccc(C(F)(F)F)cc1,/,0.6,75,-5%,1%,/,0.2%,/,/,/,NS5 inhibitors pilot replicate=-2.5
COc1ccccc1CN1C(=O)CNC1=S,-4%,1.5,41,-7%,0%,-0.2%,7.0%,0.5%,23%,-4%,
CCCCCC(=O)N1CCN(c2ccc(C(C)=O)cc2F)CC1,34%,0.5,88,-3%,4%,-0.3%,-0.4%,-0.7%,4%,-1%,
Cc1ccccc1NC1=CC(=O)CC(C)(C)C1,1%,0.1,73,-5%,6%,2.1%,-2.2%,-0.8%,4%,27%,
COCCNc1oc(-c2ccc(Cl)cc2)nc1C#N,37%,-1.1,48,-6%,9%,/,4.6%,/,7%,1%,
O=S(=O)(Nc1ccc(N=Nc2ccc(O)c3ccccc23)cc1)c1ccccc1,5%,1.7,57,7%,-1%,-1.2%,-18%,0.5%,9%,-19%,
CCOC(=O)c1ccc(S(=O)(=O)N2CCN(C(=O)CSc3nc4ccccc4o3)CC2)cc1,5%,4.2,47,-3%,-3%,0.7%,0.6%,-0.4%,9%,4%,
FC(F)(F)c1cccc(Nc2ncnc3ccccc23)c1,9%,-0.1,48,-12%,2%,4.3%,0.0%,-0.6%,6%,0%,
CCC1(CC)NC(=O)N(CC(=O)OCn2nnc3ccccc3c2=O)C1=O,-3%,0.1,86,0%,6%,2.6%,0.1%,0.5%,4%,-2%,
COc1cc(/C=C/C(=O)O)ccc1S(=O)(=O)N1CCCc2ccccc21,10%,-0.6,66,4%,4%,2.2%,0.3%,0.7%,-82%,9%,
COc1ccc(C(=O)N/C(=C\c2cn(C)c3ccccc23)C(=O)N2CCOCC2)cc1,-5%,1.4,55,-6%,-1%,-0.6%,-0.5%,-0.2%,/,-2%,
Cc1cccc(CSC2=NCCN2S(=O)(=O)c2ccc(F)cc2)c1,15%,3.1,52,-3%,7%,7.0%,-0.2%,-1.1%,12%,-2%,
NS(=O)(=O)c1ccc(CNc2nc(-c3cccnc3)nc3ccccc23)cc1,10%,0.9,46,-7%,6%,0.4%,-0.2%,0.2%,3%,-2%,
CCOC(=O)c1ccc2[nH]c3c(c2c1)CCCC3,10%,2.8,68,-5%,15%,?,0.1%,-1.4%,0%,-5%,NS5 inhibitors pilot replicate=0.6
COc1cc(/C=N/c2oc(-c3ccccc3)cc2C#N)ccc1O,5%,-1.5,85,-9%,9%,5.5%,-1.4%,0.5%,14%,-9%,
CCN(CC)c1nc(OCCNC(=O)Nc2ccccc2)nc(N(CC)CC)n1,14%,5.5,50,-8%,-9%,11%,-0.4%,0.0%,11%,-3%,
